FXIIa inh: inhibitors of human coagulation factor XIIa. purified human FXIIa, AMC substrate fluorescence, 2 h. inhibition, % at 10 µM. 0.2% of 33,000 active. AID 701; in the data active means inhibition above about 30%;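 further: 0% = enzyme with vehicle only and 100% = no enzyme blank; many of its hits are not listed in these tables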
FXIa inh: inhibitors of human coagulation factor XIa; AID 687; purified human FXIa, fluorogenic AMC substrate cleavage; 0.3% of 33,000 active; inhibition, % at 10 µM;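 active means inhibition above 40% in the primary screen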;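 further: 0% = enzyme without compound and 100% = blank wells lacking enzyme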
Target sequence (P03951 19-387 limits assumed): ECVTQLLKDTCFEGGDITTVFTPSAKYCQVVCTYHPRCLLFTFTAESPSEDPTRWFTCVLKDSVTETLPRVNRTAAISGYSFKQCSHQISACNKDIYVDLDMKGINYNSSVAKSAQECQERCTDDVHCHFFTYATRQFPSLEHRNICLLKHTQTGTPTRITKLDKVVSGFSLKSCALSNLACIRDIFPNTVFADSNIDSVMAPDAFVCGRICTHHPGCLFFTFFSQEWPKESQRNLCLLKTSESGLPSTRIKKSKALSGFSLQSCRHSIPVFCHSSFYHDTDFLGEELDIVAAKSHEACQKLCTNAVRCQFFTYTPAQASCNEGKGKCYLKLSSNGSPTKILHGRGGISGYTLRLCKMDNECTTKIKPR
Target sequence (P03951 388-625 limits assumed): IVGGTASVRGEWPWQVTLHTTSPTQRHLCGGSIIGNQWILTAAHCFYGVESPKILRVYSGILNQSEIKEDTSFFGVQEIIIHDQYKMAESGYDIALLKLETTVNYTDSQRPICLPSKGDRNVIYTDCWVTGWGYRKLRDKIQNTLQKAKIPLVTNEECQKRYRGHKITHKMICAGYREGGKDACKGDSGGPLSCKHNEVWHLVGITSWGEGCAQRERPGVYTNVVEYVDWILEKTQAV
Active calls of the source: *.

SMILES | FXIIa inh | FXIa inh
O=C(CSC1=NC(=O)C(c2ccccc2)C(=O)N1)Nc1ccccc1Cl (stereo not given) | 1 | -6
Cc1sc(NC(=O)CSc2ncn(-c3ccccc3)n2)nc1-c1ccccc1 | 0 | -7
Cc1cc(C(=O)Nc2ccccc2)c(C)o1 | 7 | -8
c1ccc(CSc2ncnc3c2oc2ccccc23)cc1 | 2 | 7
CCn1c(CC(=O)Nc2ccc(C)cc2)nnc1SCC(=O)NCCc1ccccc1 | -14 | -11
CC(C)(C)c1ccc(CN(Cc2ccco2)Cc2nnnn2C2CCCC2)cc1 | 1 | -10
COc1cc(/C=N/NC(=O)Cn2nc([N+](=O)[O-])cc2C)cc(Br)c1OCc1ccccc1 | 0 | -10
CCOc1ccc(NC(=O)CSc2nc(C)c3c(c2C#N)CCCC3)cc1 | 3 | -2
Cn1c(-c2sc(=S)n(-c3ccccc3)c2N)nc2ccccc21 | 5 | -7
COc1ccc(-n2ncc3c(NCCCn4ccnc4)ncnc32)cc1 | 2 | 9
Cc1cc(NC(=O)CCC(=O)N(c2ccccc2)C(C(=O)NC2CCCCC2)c2cccs2)no1 (stereo not given) | -2 | -1
CCOc1ccc(NC(=O)Cn2nnc(C(=O)NCCc3ccc(OC)c(OC)c3)c2N)cc1 | 6 | -3
COC(=O)C1=C(C)N=C2SC(C)C(=O)N2C1c1cccc(F)c1 (stereo not given) | 6 | 1
Cc1cc(C(F)F)n2nc(C(=O)Nc3cccnc3Cl)nc2n1 | 8 | -5
CO/N=C/NC(=O)Cc1cn(-c2ncc(C(F)(F)F)cc2Cl)c2ccccc12 | 1 | -3
Cc1ccc(S(=O)(=O)/C(C#N)=C/c2c(N3CCC(C(N)=O)CC3)nc3c(C)cccn3c2=O)cc1 | -8 | 28
COc1cc([C@@H]2c3cc4c(cc3[C@H](O)[C@H]3COC(=O)[C@H]23)OCO4)cc(OC)c1OC | 10 | 5
CCN1C(=C2C(=O)c3ccccc3C2=O)C=Cc2ccccc21 | 7 | -7
Cc1ccccc1NC(=O)N1C2CCCC1CC(NC(=O)C(C)(C)C)C2 (stereo not given) | 5 | 5
CC(C)C(C(=O)NCC1CCCO1)N(Cc1ccco1)C(=O)CNS(=O)(=O)c1ccccc1 (stereo not given) | 4 | 8

Complete entries, looked up by structure. Values in the order: FXIIa inh, FXIa inh
`COc1cc(/C=N/NC(=O)Cn2nc([N+](=O)[O-])cc2C)cc(Br)c1OCc1ccccc1` is listed as 0, -10
`Cn1c(-c2sc(=S)n(-c3ccccc3)c2N)nc2ccccc21` is listed as 5, -7
`COc1ccc(-n2ncc3c(NCCCn4ccnc4)ncnc32)cc1` is listed as 2, 9

Remaining list, next part.
SMILES | FXIIa inh | FXIa inh
Cn1c(=O)n(CCc2ccccc2)c(=O)c2c1nc1n2CCCN1c1ccccc1 | 0 | 0
CCOc1ccc(NC(=O)c2cc3c(C)nc4ccccc4c3o2)cc1 | 4 | 3
Cc1ccc(OCCCn2ccnc2)cc1C | 0 | -4
CC(C)NC(=O)c1ccc(CNC(=O)OCC(F)(F)F)cc1 | -8 | 15
CCCOC(=O)NC1CCS(=O)(=O)C1 (stereo not given) | 4 | -7
CN1C(=O)CSc2ccc(NC(=O)N3CCOCC3)cc21 | 10 | 1
Cc1c(NC(=O)c2ccc3ncccc3c2)c(=O)n(-c2ccccc2)n1C | 7 | 2
CC(=O)c1cc2c(cc1NC(=O)CN1CCCCC1C)OCO2 (stereo not given) | 3 | -1
CC(C)C1Cc2c(sc3c2c(=O)n(-c2ccccc2)c2nncn32)CO1 (stereo not given) | -1 | 0
COC(=O)c1c(C)noc1-c1cc(C)on1 | 7 | -1

Pulled one by one from the entries so far, 5 records:
SMILES | FXIIa inh | FXIa inh
CC(=O)c1cc2c(cc1NC(=O)CN1CCCCC1C)OCO2 (stereo not given) | 3 | -1
Cc1c(NC(=O)c2ccc3ncccc3c2)c(=O)n(-c2ccccc2)n1C | 7 | 2
Cn1c(=O)n(CCc2ccccc2)c(=O)c2c1nc1n2CCCN1c1ccccc1 | 0 | 0
CCOc1ccc(NC(=O)c2cc3c(C)nc4ccccc4c3o2)cc1 | 4 | 3
COC(=O)c1c(C)noc1-c1cc(C)on1 | 7 | -1

More structures follow:
SMILES | FXIIa inh | FXIa inh
CCN(CC)C(=O)c1sc2nc(-c3cccs3)cc(-c3ccc(Cl)cc3)c2c1N | 2 | -6
CC1CCCCN1C(=O)Cn1cc(C(=O)c2ccco2)c2ccccc21 (stereo not given) | 7 | 2
CCOc1cc(C)c(S(=O)(=O)Nc2ccc(F)cc2)cc1C | 6 | -11
CCOC(=O)Cc1c(C)nc2cc(-c3ccc(Cl)cc3)[nH]n2c1=O | 1 | -2
O=C(O)c1nc(N2CCCCC2)ncc1Cl | 5 | 23
CCc1c(C)sc2nc(SCC(=O)Nc3cc(C)on3)n(CCOC)c(=O)c12 | -11 | -6
O=c1oc2ccccc2c(N2CCCC2)c1CN1CCCC1 | 2 | -3
Cn1c(=O)c2c(nc(SCC(=O)c3cccs3)n2Cc2ccc(F)cc2)n(C)c1=O | 0 | -1
CC12CCC(C(=O)Nc3ccccc3Br)(C/C1=N\O)C2(C)C (stereo not given) | 7 | -4
Cc1ccnc(SCCn2c(N3CCOCC3)nc3c2c(=O)n(C)c(=O)n3C)n1 | 4 | 9
CCOC(=O)C1=C(C)N=c2s/c(=C3/C(=O)Nc4ccccc43)c(=O)n2C1c1ccc(C)cc1 (stereo not given) | 10 | 3
CC1CN(C(=O)c2ccc(COCC(F)(F)F)o2)CC(C)O1 (stereo not given) | 7 | 4
O=C(NCC1CCCO1)c1ccc2c(=O)n(CC3CCCO3)c(=S)[nH]c2c1 (stereo not given) | 6 | -6
CCCCNC(=O)Cn1c2c(c(-c3ccccc3Cl)cc1=O)CCC2 | 4 | -5
Cn1c(=O)[nH]c(=O)c2c1nc(SCCN1CCCCC1)n2CCCc1ccccc1 | -2 | -2
CCCC1OC23CCCCC2C(C#N)(C(=N)O3)C1(C#N)C#N (stereo not given) | 0 | 3
O=C1CC(Cc2ccc(Cl)cc2)C(=O)N1c1ccccn1 (stereo not given) | 7 | -3
CC(=O)Nc1nnc(-c2ccc(Cl)s2)o1 | 10 | 4
O=C(Nc1cccc2ccccc12)N1CCN(Cc2ccc3c(c2)OCO3)CC1 | -12 | 19
CC(=O)N1CCN(CCN(CC2C(C)C=C(C)CC2C)C(C)=O)CC1 (stereo not given) | 10 | 2

An excerpt from above in order of count of non-hydrogen atoms, low to high.
SMILES | FXIIa inh | FXIa inh
COC(=O)c1c(C)noc1-c1cc(C)on1 | 7 | -1
COC(=O)C1=C(C)N=C2SC(C)C(=O)N2C1c1cccc(F)c1 (stereo not given) | 6 | 1
CCOC(=O)Cc1c(C)nc2cc(-c3ccc(Cl)cc3)[nH]n2c1=O | 1 | -2
CCOC(=O)C1=C(C)N=c2s/c(=C3/C(=O)Nc4ccccc43)c(=O)n2C1c1ccc(C)cc1 (stereo not given) | 10 | 3

Next compounds follow.
SMILES | FXIIa inh | FXIa inh
COc1ccc(-c2nn(-c3ccccc3)cc2C2CC(c3cccs3)=NN2C(=O)CCCC(=O)O)cc1 (stereo not given) | 2 | -5
O=C(Nc1ccc(Oc2cccc3ccccc23)cc1)c1ccco1 | 5 | 33
COC(=O)c1ccc(Cn2nc(C)c(Cl)c2C)o1 | 7 | 8
CCCSc1nnc(-c2cnn(-c3ccccc3)c2-n2cccc2)n1C | 3 | -7
Fc1ccc(CN2CCCCCCC2)cc1 | 2 | -2
Cc1cc(C)nc(-n2nc(C)c(Br)c2Nc2ccc(Br)cc2)n1 | -8 | 22
CCOC(=O)Cc1c(C)nc2c(C#N)c[nH]n2c1=O | 6 | -12
Cc1ccc(O)c(CNn2cnnc2)c1 | 10 | 2
Cc1nc(=O)c(-c2ccccc2)c(C)n1-c1ccc(O)cc1 | -16 | 23
Cc1cccc(/C(N)=N/OC(=O)c2ccco2)c1 | 15 | 8
CC(C)NC(=O)c1ccccc1-c1ccccc1 | 5 | 0
Cc1ccc2[nH]c(-c3ccccc3)c(CN3CCN(C)CC3)c(=O)c2c1 | 2 | -8
c1ccc(N2CCN(c3cnccn3)CC2)nc1 | 2 | -5
C#CCSc1nnc(CSc2nc3ccccc3s2)n1-c1ccccc1 | 9 | 7
CS(=O)(=O)N(Cc1ccc(Cl)cc1)c1ccc(C(=O)Nc2cccnc2)cc1 | 9 | 6
O=C(CSc1ncnc2nc[nH]c12)c1ccc2ccccc2c1 | 6 | 3
O=C(NCc1ccc2c(c1)OCO2)c1ccc(=O)[nH]c1 | 4 | -5
O=C(O)Cn1nc(-c2ccccc2)c2ccccc2c1=O | -13 | 5
O=C(NCCCc1ccccc1)c1ccc(Br)o1 | -19 | 2
COC(=O)Nc1ccc(OC)c(OC)c1 | 6 | 3
COC(=O)c1ccc(NC(=O)CSc2nnc(CNc3ccc(OC)cc3)n2C)cc1 | 0 | -3
N=c1c2c(ncn1CCN1CCOCC1)Oc1ccc3ccccc3c1C2c1ccccc1 (stereo not given) | 8 | 11
Oc1ccc2nc(Cc3ccccc3)[nH]c2c1 | 9 | 5
Cc1ccc(/C=N/n2cnc3sc(-c4ccccc4)cc3c2=O)o1 | 10 | 4
CCC1(CC)C(=O)N(C)C(=O)NC1=Nc1ccc(OC)cc1 | 7 | -8
Cc1nc2nc(C)c(CCC(=O)N3CCN(c4ccccc4)CC3)c(C)n2n1 | 1 | 12
Cc1ccc(Cn2ccc(NC(=O)c3c(-c4ccccc4Cl)noc3C)n2)cc1 | 6 | -3
Cc1cc(NC(=O)CSc2nc3ccccc3[nH]2)no1 | 5 | 0
CC(C)(C)NC[C@H](O)COc1nsnc1N1CCOCC1 | 2 | 3
CCSC1=NC2(CCCCC2)Nc2sc3c(c21)CCCC3 | 7 | -6
COC(=O)CSc1nnc(-c2ccccc2OC)n1-c1ccc(C)cc1 | 5 | -4
CS(=O)(=O)N(Cc1ccccc1)c1ccccc1C(=O)Nc1ccccc1C(=O)NCc1ccco1 | 6 | -7
CCn1c(C)nc2cc(C(=O)NNS(=O)(=O)c3ccc(C)c(C)c3)ccc21 | 1 | 5
CCOc1ccc(CNc2ccc(N3CCOCC3)c(C(=O)O)c2)cc1 | 2 | -11
Cn1cccc1/C=C1\CCC/C(=C\c2cccn2C)C1=O | 9 | 12
CCC(C)N(C(=O)C(F)(F)F)C(C(=O)NC1CCCCC1)c1ccncc1 (stereo not given) | 4 | -1
Cc1cc(C)n2nc(C(=O)NCc3ccccc3)nc2n1 | 4 | 37
Cc1cc(C)nc(SCc2nnc(SCC(=O)Nc3c(C)cccc3C)o2)n1 | -15 | 6
CCN(CC)CCNC(=O)C12CC3CC(C)(CC(C)(C3)C1)C2 | 3 | -6
CC(=O)NN1C(=O)/C(=C/c2ccc(Br)o2)SC1=S | 4 | 1
CC1CCN(c2ncnc3ccccc23)CC1 | 2 | -6
Cc1ccccc1OCC(=O)O/N=C(\N)Cc1ccc(Cl)cc1 | -1 | 1
Cc1ccc(NC(=O)c2ccc(OC(=O)CCN3C(=O)c4ccccc4C3=O)cc2)cc1 | 4 | -8
CCC(=O)O[C@@H]1CC(=O)O[C@H](C)CC=CC=C[C@@H](O)[C@H](C)C[C@H](CC=O)[C@H](O[C@H]2O[C@H](C)[C@@H](O[C@H]3C[C@@](C)(O)[C@@H](OC(=O)CC)[C@H](C)O3)[C@H](N(C)C)[C@H]2O)[C@H]1OC | 2 | 0
Nc1c(C(=O)NCc2ccc(F)cc2)c2nc3ccccc3nc2n1CCCN1CCOCC1 | -4 | -3
COC(=O)CNc1nc(OC)nc(N(C)C)n1 | -1 | -3
Cc1cnc(NC(=O)CN2C(=O)C3CC=CCC3C2=O)s1 (stereo not given) | 1 | 8
CCCCOc1ccc(-c2nnn(CC(=O)c3c[nH]c4ccccc34)n2)cc1 | 7 | 6
Cc1oc(-c2ccc(Cl)cc2)nc1CS(=O)CC(=O)NCCCN(C)C1CCCCC1 (stereo not given) | -1 | 0
COc1ccc(OC)c(NC(=O)CSc2nnc(N)s2)c1 | -15 | 2
Further entries:
SMILES | FXIIa inh | FXIa inh
O=C(NC(Cc1ccccc1)C(=O)O)c1ccc(S(=O)(=O)N2CCOCC2)cc1 (stereo not given) | 3 | -2
CCCCNc1c2c(nc3c(-c4ccccc4)c(C)nn13)CCC2 | 0 | -4
CCc1nc(N[C@H](C(=O)O)C(C)CC)c2oc3ccccc3c2n1 (stereo not given in full) | 8 | -5
CC1CN(C(=O)Cn2c(C(F)(F)F)nc3ccccc32)CC(C)O1 (stereo not given) | 3 | 6
Cn1c(SCc2nc(-c3ccc(Cl)cc3)no2)nnc1-c1cccs1 | 13 | 1
CCS(=O)(=O)N1CCCC(C(=O)NCCc2ccc(C)cc2)C1 (stereo not given) | -8 | 16
COc1ccccc1C1NC(c2ccccc2OC)C(C)C(=O)C1C (stereo not given) | 5 | -5
CN(CC(O)CN)CC(O)CN1CCCCC1 (stereo not given) | 6 | 9
CCOC(=O)c1c(NC(=O)CSc2n[nH]c(CNc3ccccc3)n2)sc(C)c1C | 4 | 0
COc1ccc(-c2onc3ccc(Cl)cc23)cc1OC | 9 | 1
COc1ccc(S(=O)NC2CCCCC2)c(OC)c1C (stereo not given) | 1 | 1
Cc1noc(COc2ccccc2OCC(O)CNC(C)(C)C)n1 (stereo not given) | 2 | -1
CC(=O)Oc1ccc(N2C(=O)C3C4C=CC(O4)C3C2=O)cc1 (stereo not given) | 7 | 1
CS(=O)(=O)N(CC(=O)NC1CCCCCC1)Cc1ccc(Cl)cc1 | 7 | -13
CCc1c(C(=O)Nc2ccccc2)c(C)[nH]c(=S)c1C#N | 12 | 1
Cc1ccccc1-c1noc(-c2ccccc2F)n1 | 7 | 6
CCOc1ccccc1Oc1c(C)oc2cc(OC(=O)c3ccco3)ccc2c1=O | 1 | -3
CCN(CC)S(=O)(=O)c1csc(C(=O)NCc2ccccc2)c1 | -10 | -11
CN(C)c1nc(N)nc(Nc2ccccc2C#N)n1 | 4 | 6
CCOc1ccc(OCC)c(NC(=O)C2CCCN(S(=O)(=O)c3cccs3)C2)c1 (stereo not given) | 16 | -2
Cn1c(SCC(=O)OC2CCCCC2)nnc1-c1ccco1 | 6 | 0

Compound activity deposited in PubChem BioAssay by PCMD.

The list is partial; the hit share may differ from the screen's.
